High-throughput results (PubChem)
LmPK inhibitor – blocks Leishmania mexicana pyruvate kinase activity | Potency, µM (titrated, usually from 57.5 µM), for inactives: at the highest dose activity change, negative = inhibition, usual class: inhibitors | 0.37% of 290,000 active | purified LmPK, Kinase-Glo ATP luminescence, 1 h | Q27686; also: potency is read from the fitted curve at half-maximal effect; % is scaled to controls: 0 for no effect and ±100 for the full control effect
Target sequence (Q27686 whole entry, looked up): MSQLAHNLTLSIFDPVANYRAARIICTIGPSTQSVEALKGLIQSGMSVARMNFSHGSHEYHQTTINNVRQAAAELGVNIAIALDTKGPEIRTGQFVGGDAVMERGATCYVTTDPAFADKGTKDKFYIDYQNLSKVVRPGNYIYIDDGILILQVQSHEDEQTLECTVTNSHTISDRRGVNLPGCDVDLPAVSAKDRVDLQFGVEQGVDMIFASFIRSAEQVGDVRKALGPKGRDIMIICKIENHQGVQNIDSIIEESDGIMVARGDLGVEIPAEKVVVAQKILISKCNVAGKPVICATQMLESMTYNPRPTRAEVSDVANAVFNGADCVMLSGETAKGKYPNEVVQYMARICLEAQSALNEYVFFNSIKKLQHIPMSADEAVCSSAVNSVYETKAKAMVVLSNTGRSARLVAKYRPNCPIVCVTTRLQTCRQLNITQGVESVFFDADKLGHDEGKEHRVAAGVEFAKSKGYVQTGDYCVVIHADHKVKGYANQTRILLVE
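Purified LmPK (0.1 nM) with 0.5 mM PEP and 0.1 mM ADP in imidazole buffer pH 7.2 with MgCl2/KCl, 1 h at room temperature. ATP formed was read by luciferase luminescence and normalized to no-enzyme and uninhibited controls.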
Tb PYK inh – T. brucei pyruvate kinase inhibition | Q57TT1 | TbPYK enzyme, Kinase-Glo Plus ATP luminescence, 45 min | Potency, µM (doses to about 76.8 µM), for inactives: at the highest dose activity, negative = inhibition, usual class: inhibitors | 0.12% of 410,000 active | AID 624173; also: potency is read from the fitted curve at half-maximal effect; % is scaled to controls: 0 for no effect and ±100 for the full control effect; nearly all actives have a fitted effect of over 50% in size
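Assay buffer: 50 mM TEA pH 7.2, 100 mM KCl, 10 mM MgCl2, 0.05% BSA, 0.01% Tween-20. Pyruvate kinase from T. brucei plus substrate met compound, then ADP (130 uM final). Luminescence was read post 45 min RT.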
Pf growth 96h – inhibits malaria parasite growth, 96 h; P. falciparum luciferase reporter growth, 96 h; Potency, µM (titrated, usually from 28.7 µM), without a hit: top-dose activity change, negative = inhibition, most hits filed as inhibitors; 6.9% of 320,000 active; also: potency is read from the fitted curve at half-maximal effect; % is scaled to controls: 0 for no effect and ±100 for the full control effect
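Luminescence readout: decreased luciferase signal marks inhibited growth of reporter-expressing P. falciparum in infected red cells (2% hematocrit, 0.05% parasitemia final), exposed to compound two generations (96 h, 37 C, 5% CO2).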
AMA1-RON2 inh – inhibitors of Plasmodium falciparum AMA1-RON2 interaction; 0.2% of 360,000 active; Potency, µM (highest dose often 58.2 µM), for inactives: top-dose activity change, negative = inhibition, hits mostly inhibitors; AlphaScreen AMA1-biotinylated RON2 peptide binding;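 also: potency is read from the fitted curve at half-maximal effect; 0% = vehicle wells and -100% = peptide control; nearly all actives have a fitted effect of over 45% in size; some results filed as inactive show a strong effect at the top dose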
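AMA1 (3D7) with his tag at 25 nM final met compounds first, then biotinylated RON2 peptide at 25 nM; detection used donor plus acceptor beads, 10 µg/mL apiece, read by AlphaScreen after 30 min at room temperature.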
CHX counter – affects cycloheximide protein synthesis inhibition readout, counter-screen | cell reporter, cycloheximide protein synthesis inhibition counterscreen | max response, % | 12% of 300,000 active; in the data active = max response mostly above about 13%, no sharp cut-off; inactive = mostly below about 14%; also: read at 38.3 µM for the half of the compounds with a filed dose; 0% is about no effect
Pf growth 48h – P. falciparum growth inhibition at 48 hours (one generation); 5.9% of 310,000 active; P. falciparum luciferase growth in erythrocytes, 48 h; Potency, µM (top dose mostly 28.7 µM), for inactives: top-dose activity change, negative = inhibition, usual class: inhibitors; also: potency is read from the fitted curve at half-maximal effect; % is scaled to controls: 0 for no effect and ±100 for the full control effect
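In quantitative HTS format, infected erythrocytes bearing luciferase-reporter parasites were treated for a single generation at 37 C. Luminescence after adding detection reagent served as the growth measure.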
Shiga toxin inh – inhibitors of Shiga toxin in Vero cells; 9.2% of 290,000 active; inhibition, % at 38.7 µM; Vero cells, Shiga toxin protein synthesis inhibition reporter; in the data active = inhibition mostly above about 28%, no sharp cut-off; inactive = mostly below about 43%; also: 0% is about no effect
Active calls of the source: *; ? = inconclusive; . = not tested or not shown; & = joins results of further samples; [ ] = dose if it differs, or a comment. Unless noted, calls follow the shape of the dose curve; as a rule, active = well fitted curve in the direction sought with a large enough effect; inconclusive = small, poorly fitted or top-dose-only effect, or another doubt; inactive = no such curve, though single readings can be large; an effect the other way counts as inactive or inconclusive. This is a random part of the collection; 21% or so of the library scored in one or more.

SMILES	LmPK inhibitor	Tb PYK inh	Pf growth 96h	AMA1-RON2 inh	CHX counter	Pf growth 48h	Shiga toxin inh
CC(=O)c1ccc(NC(=O)Nc2sc(NS(=O)(=O)c3ccccc3)nc2C)cc1	4%	-4%	31%	2%	8	?	4
CCc1nc(N)nc(N)c1-c1ccc(Cl)cc1	-4%	-5%&0%	4.3µM*	0%	-4	0.083µM*	-10
COCCn1nnnc1C1(N(Cc2cc3cc(C)ccc3[nH]c2=O)CC2CCCO2)CCN(C)CC1 (centres undefined)	0%	0%	-9%	12%	1	.	2
Cc1nc2nc(C)c(CCC(=O)NC3CCCCC3)c(C)n2n1	-1%	6%	?	7%	11	-4%	-11
Cc1cc(C)n(CCO)c(=O)n1	-2%	6%	2.3µM*	0%	5	9%	6
O=C(Cn1[nH]c(=O)c2ccccc2c1=O)NNC(=O)c1ccccc1	3%	-10%	24%	19%	-1	12%	-5
O=C(CCC(=O)N1CCOc2ccccc21)Nc1cc(F)ccc1F	-4%	-3%	?	15%	-2	2%	-2
CNC(=O)c1[nH]nc2c1CCc1ccccc1-2	2%	0%	?	36%[activator]	10	-16%	28
COc1ccc(C(=O)CSc2nnc(-c3cc(C)on3)o2)cc1	0%	-1%	38%	2%	-2	4%	38
Cn1cc([C@@H]2C[C@H]3CN(C4CCCC4)C(=O)[C@]34CCCN24)c(-c2ccccc2)n1	1%	5%	5%	-6%	-2	5.2µM*	-23
Cc1ccc2c(c1)C1CN(C)CCC1N2C(=O)COc1ccc(S(=O)(=O)N2CCOCC2)cc1 (centres undefined)	-2%	-6%	3%	-5%	-2	-25%	-5
COc1cccc2c(=O)n(CC(=O)N3CCC(C)CC3)ccc12	-2%	1%	0%	9%	1	4%	7
CCN(CC)C(=O)c1cn(CCC#N)nc1-c1ccc2ccccc2c1	-1%	4%	?	-7%	1	173%[activator]	-6
O=C(O)CCCCn1c(SCc2ccccc2Cl)nc2ccsc2c1=O	-1%[11.5 µM]	-18%	-28%	8%	-1	6%	-13
Cc1ccc(-c2noc(C3CCCN(C(=O)c4cccc(Cl)c4)C3)n2)o1 (centres undefined)	0%	13%	0%	0%	47*	100%[activator]	69*
CCN(CC)c1ccc(N=Cc2c(O)n(CCc3ccc(OC)c(OC)c3)c(=O)[nH]c2=O)cc1	2%	-22%	10µM*	-12%[2.32 µM]	11	7.4µM*	7
Cc1ccc(NCc2nnc(SCC(=O)c3ccc4c(c3)OCCO4)o2)c(C)c1	3%	-9%	3%	4%	1	2%	12
COc1cc2c(cc1OC)CN(C(=O)C(C)(C)C)CC2	4%	14%	-7%	6%	-5	.	-12
O=C(CCS(=O)(=O)c1ccccc1)Nc1nc2cc3c(cc2s1)OCO3	1%	-1%	-23%	-5%	34*	1%	55
C=CCN(c1ccccc1OC)S(=O)(=O)c1cccc(C(=O)OCC(=O)c2c[nH]c3ccccc23)c1	-1%	0%	4.7µM*	-28%	7	?	1
COc1cc(/C=N/N2CCN(c3ccccc3OC)CC2)ccc1OC(C)=O	-7%	3%	-18%	-26%	19*	-5%	.
CC[C@@H](C)[C@H](NC(=O)OC(C)(C)C)c1nnc(S(=O)(=O)Cc2cc(C)ccc2C)o1	3%	-13%	3%	22%	18*	3%	5
CCCNC(=O)c1ccc(SC)cc1OC	4%	1%	?	1%	12	11%	17
COc1ccc[nH]c1=O	4%	2%	.	1%	9	12%	-4
CCOc1cc(C2C(C#N)=C(N)Oc3n[nH]c(-c4ccncc4)c32)cc([N+](=O)[O-])c1O (centres undefined)	1%[11.5 µM]	-6%	23%	-10%	4	10%	-27
CN(C)CCN1C(=O)C(O)=C(C(=O)c2cc3ccccc3o2)C1c1cccc(Br)c1 (centres undefined)	-1%	1%	76%[activator]	-23%	-2	-6%	-12
CCCC(=O)N(CCN1CCOCC1)c1nc2c(OC)ccc(OC)c2s1	0%	13%	36%[activator]	2%	-3	18%	26
C=CCn1c(O)c(C(CC)=NCCC2=CCCCC2)c(=O)[nH]c1=O	5%	.	?	0%	-3	?	12
CC(C)c1ccc(S(=O)(=O)N2CCN(CCC(=O)Nc3ccc(N(C)C)cc3)CC2)cc1	2%	-34%	?	-24%	-1	0%	-2
CCc1ccc(NC(=O)CNCc2ccc(OC)c(OC)c2)cc1	-2%	-8%	5%	-18%	0	.	26
Cc1cccc(-n2ccnc2SCC(=O)O)c1C	9%	4%	23%	-7%	-3	0%	4
O=C(COc1ccccc1)OCc1cc(-c2ccco2)on1	.	2%	36%[activator]	14%	.	39%[activator]	.
CCOC(=O)C(Cc1c[nH]c2ccccc12)NC(=O)CNC(C)=O (centres undefined)	3%	4%	?	2%	2	1%	-7
COC(=O)CC(NC(=O)c1ccc(C)cc1)c1ccc2c(c1)OCO2 (centres undefined)	2%	-11%	16%	3%	6	.	31
CC(C)CC(=O)Nc1ccc(Cc2ccncc2)cc1	-3%	7%	?	0%	-3	6%	-5
O=C(c1ccc(Br)cc1)N1CCCC1	-1%	-2%	.	0%	-3	21%	9
CCN1CCN(C(=O)Cc2coc3ccc4ccccc4c23)CC1	-7%	2%	.	-16%	1	-6%	-8
CCCCCC(=O)Nc1cc(S(=O)(=O)N2CCOCC2)ccc1N1CCCC1	-4%	-8%	-6%	9%	-4	10%	-5
O=C(c1cc(C(=O)NCc2ccc(Cl)cc2)c(=O)n(Cc2ccc(Cl)cc2)c1)c1cc(F)ccc1O	3%	5%	1.5µM*	6%	-1	2.9µM*	-4
CCOC(=O)CC1C(C(=O)OCC)ON2OC(C(=O)OC)C(C(=O)OCC)C12 (centres undefined)	-2%	1%	52%[activator]	0%	-2	.	32
COC(=O)[C@H](Cc1ccccc1)NC(=O)N(C)Cc1ccccc1	0%	-3%	-11%	9%	18*	12%	27
N#Cc1ccc(CN2CCN(C(=O)c3cc(C4CC4)nn3-c3ccccc3)CC2)cc1	.	2%	?	0%	.	?	.
O=C(Nc1ccc(S(=O)(=O)N2CCCC2)cc1)C1CC(=O)N(c2ccccc2)C1 (centres undefined)	-8%	-1%	114%[activator]	6%	-5	-25%	-6
COc1cc(NC(=O)CN2CCN(c3ccccc3O)CC2)c(C)cc1[N+](=O)[O-]	2%	-6%	?	13%	5	?	11
Cc1c(/C=N/NC(=O)c2sc3ccccc3c2Cl)cnn1C	0%	-3%	76%[activator]	16%	13	-16%	14
Cc1nn(C)c(C(=O)Sc2ccccc2)c1[N+](=O)[O-]	-4%	-3%	0%	-18%	-1	-2%	20
COc1ccc2[nH]c(=O)c(-c3nnn(-c4ccccc4)n3)cc2c1	4%	1%	?	5%	2	8%	24
COC(=O)C(C)(N)Cc1ccc(O)cc1 (centres undefined)	.	-9%	11%	15%	.	-3%	.
CCOC(=O)c1[nH]nc(-c2cc(CC)c(O)cc2O)c1-c1cscn1	5%	-5%	?	22%	-3	?	-12
COc1ccc(OCCNC(=O)Nc2cc(F)c(F)cc2Cl)cc1	6%	1%	10%	-2%	-2	8%	19

3 structures already listed, ordered by heavy-atom count, high to low:
SMILES	LmPK inhibitor	Tb PYK inh	Pf growth 96h	AMA1-RON2 inh	CHX counter	Pf growth 48h	Shiga toxin inh
N#Cc1ccc(CN2CCN(C(=O)c3cc(C4CC4)nn3-c3ccccc3)CC2)cc1	.	2%	?	0%	.	?	.
CCOC(=O)c1[nH]nc(-c2cc(CC)c(O)cc2O)c1-c1cscn1	5%	-5%	?	22%	-3	?	-12
COc1ccc2[nH]c(=O)c(-c3nnn(-c4ccccc4)n3)cc2c1	4%	1%	?	5%	2	8%	24

Quoted at random: four records from the list, in no set order.
SMILES	LmPK inhibitor	Tb PYK inh	Pf growth 96h	AMA1-RON2 inh	CHX counter	Pf growth 48h	Shiga toxin inh
N#Cc1ccc(CN2CCN(C(=O)c3cc(C4CC4)nn3-c3ccccc3)CC2)cc1	.	2%	?	0%	.	?	.
COc1ccc(OCCNC(=O)Nc2cc(F)c(F)cc2Cl)cc1	6%	1%	10%	-2%	-2	8%	19
CCOC(=O)c1[nH]nc(-c2cc(CC)c(O)cc2O)c1-c1cscn1	5%	-5%	?	22%	-3	?	-12
COc1cc(NC(=O)CN2CCN(c3ccccc3O)CC2)c(C)cc1[N+](=O)[O-]	2%	-6%	?	13%	5	?	11

Next results follow.
SMILES	LmPK inhibitor	Tb PYK inh	Pf growth 96h	AMA1-RON2 inh	CHX counter	Pf growth 48h	Shiga toxin inh
Fc1ccc(NC(=S)NCc2cccs2)cc1	1%	4%	0%	-6%	6	7%	10
CCCOc1ccc(C(=O)NNC(=O)CCNC(=O)c2ccccc2Cl)cc1OC	.	10%	-3%	2%	.	-12%	.
Cc1cccc(-n2c(O)c(C=NCCN3CCNCC3)c(=O)[nH]c2=S)c1	0%	-7%	24%	51%[activator]	-1	.	8
CCCCOc1c(Br)cc(/C=N/O)cc1OCC	4%	-5%	-9%	4%	-5	-15%	-2
CCC(=O)c1ccc(OCC(=O)O)c(OC)c1	0%	0%	24%	5%	0	34%[activator]	17
CSc1ccccc1C(=O)Nc1nc2ccccc2[nH]1	-1%	5%	71%[activator]	32%[activator]	39*	145%[activator]	73*
CC(Oc1ccc(Cl)cc1)c1ccnn1S(=O)(=O)c1ccccc1 (centres undefined)	-1%	3%	?	-3%	-1	-22%	-15
CN1CCN(c2ccc(N)cc2Cl)CC1	-1%	-27%	-44%[5.75 µM]	?	-1	37%[activator]	16
OCCN(Cc1ccccc1)Cc1ccc(Cl)cc1Cl	4%	-7%	39%[activator]	?	-2	37%[activator]	-41
O=C(NNC(=O)c1cc(-c2cccnc2)nc2ccccc12)Nc1ccc(Cl)cc1	-3%	-6%	?	82%[activator]	45*	?	36
CCN(CC)S(=O)(=O)c1ccc(F)cc1	-3%	4%	?	22%	-2	?	13
COc1ccc(N2C(=O)NC(NC(=O)C(C)(C)C)(C(F)(F)F)C2=O)cc1 (centres undefined)	1%	1%	33%[activator]	8%	-4	3%	-9
O=[N+]([O-])c1ncccc1Oc1nc(-c2cccnc2)nc2ccccc12	9%	5%	1%	-10%	-3	?	-1
CCOC(=O)C1=C(CN2CCN(C(=O)c3ccco3)CC2)NC(=O)NC1c1ccc(OC(C)C)cc1 (centres undefined)	3%	-4%	?	3%	10	12µM*	-3
NS(=O)(=O)c1ccc(NC(=O)c2ccc(S(=O)(=O)N3CCOCC3)o2)cc1	2%	-3%	9%	-8%	-3	-1%	-1
COC(=O)c1sccc1NC(=O)C1CCCCC1C(=O)O (centres undefined)	-1%	-7%	?	7%	1	37%	-5
CNC(=O)c1sc(-c2ccccc2)nc1C	9%	-5%	.	5%	39*	81%[activator]	132*
COC(=O)CNC(=O)C12CC3CC(C1)CC(c1ccc(C)cc1)(C3)C2	0%	1%	-20%[5.75 µM]	-18%	-5	-28%	-16
CCC(C)[C@H](NC(=O)NCCC1=CCCCC1)C(=O)OC (some centres undefined)	-1%	4%	20%	8%	-2	-7%	-3
O=C(NC(=S)Nc1ccc(F)cc1)C1CCCCC1	-11%	0%	2%	4%	23*	-27%	89*
CCN(C(=O)Cn1c(=O)oc2ccccc21)c1c(N)n(Cc2ccccc2)c(=O)[nH]c1=O	.	-7%	?	-1%	.	-10%	.
O=C(c1cc(COc2cccc(C(F)(F)F)c2)on1)N1C[C@@H]2CCC[C@H]1C2	-1%	-10%	25%	12%	34*	?	77*
